Compound activity deposited in PubChem BioAssay by National Center for Advancing Translational Sciences (NCATS).
rTrxR1 inhibitor – qHTS Assay for Inhibitors of Mammalian Selenoprotein Thioredoxin Reductase 1 (TrxR1): qHTS; recombinant rTrxR1, NADPH fluorescence consumption, selenite substrate; 390,000 tested, 1% active; Potency, µM (highest dose often 114 µM), inactives show at the highest dose activity change, negative = inhibition, most hits filed as inhibitors; Thioredoxin reductase 1, cytoplasmic (Rattus norvegicus), O89049; AID 588453, 2011; note: % is set by controls: 0 for no effect and ±100 for the full control effect; nearly all actives have a fitted effect of over 65% in size
Target sequence (O89049 whole entry, looked up): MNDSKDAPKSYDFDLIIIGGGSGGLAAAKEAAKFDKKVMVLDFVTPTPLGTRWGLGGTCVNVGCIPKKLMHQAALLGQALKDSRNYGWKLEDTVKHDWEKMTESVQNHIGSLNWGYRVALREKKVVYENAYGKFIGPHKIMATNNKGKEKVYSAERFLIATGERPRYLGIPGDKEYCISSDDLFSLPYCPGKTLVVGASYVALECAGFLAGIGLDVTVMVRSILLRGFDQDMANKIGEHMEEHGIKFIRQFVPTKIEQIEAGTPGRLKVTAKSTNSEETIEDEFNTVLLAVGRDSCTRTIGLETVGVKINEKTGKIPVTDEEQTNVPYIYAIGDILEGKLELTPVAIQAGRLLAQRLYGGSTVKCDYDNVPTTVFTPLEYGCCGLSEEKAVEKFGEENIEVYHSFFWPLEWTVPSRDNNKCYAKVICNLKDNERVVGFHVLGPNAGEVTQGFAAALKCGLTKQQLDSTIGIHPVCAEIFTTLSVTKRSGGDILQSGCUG
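Rat TrxR1 (90 nM in the dispensed reagent) was pre-reduced with 400 uM NADPH for 5 min at room temperature, then incubated with compound for 15 min. After 400 uM selenite was added, NADPH fluorescence (Ex 340/Em 450 nm) was followed for 8 min.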
Pin1 inh – qHTS Assay to Find Inhibitors of Pin1; Peptidyl-prolyl cis-trans isomerase NIMA-interacting 1 (Homo sapiens), Q13526; Pin1 FP peptide displacement, HiFluor488, 10 min; Potency, µM (titrated, usually from 115 µM), inactives show at the top dose activity, negative = inhibition, hits mostly inhibitors; 390,000 tested, 0.009% active; active = well fitted inhibition curve with a large enough effect in the polarisation, with a control signal flat, not every such curve was filed as active; inconclusive = small, poorly fitted or top-dose-only effect, or effect the other way, or a change in a side signal; inactive = no such curve, though single readings can be large or run the other way; the % refers to the polarisation; note: % is set by controls: 0 for no effect and ±100 for the full control effect
Target sequence (Q13526 whole entry, looked up): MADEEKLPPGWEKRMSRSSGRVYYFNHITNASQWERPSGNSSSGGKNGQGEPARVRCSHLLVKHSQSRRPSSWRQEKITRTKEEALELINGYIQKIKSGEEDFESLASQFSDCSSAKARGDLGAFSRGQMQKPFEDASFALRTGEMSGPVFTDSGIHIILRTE
RGS4 inhibitor – Inhibitors of Regulator of G Protein Signaling (RGS) 4: qHTS | Regulator of G-protein signaling 4 (Homo sapiens), P49798 | Transcreener GDP fluorescence polarization, RGS4-accelerated GTP hydrolysis | Potency, µM (titrated, usually from 114 µM), without a hit: at the top dose activity change, negative = inhibition, most hits filed as inhibitors | 390,000 tested, 0.039% active; note: % is set by controls: 0 for no effect and ±100 for the full control effect; nearly all actives have a fitted effect of over 75% in size; some results filed as inactive show a strong effect at the top dose
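MLSMR compounds (23 nl, pin-transferred) preincubated 10 min at room temperature with a 500nM (2x) first reagent, then RGS4 at 900nM (2x) plus Transcreener GDP mix added; fluorescence polarization (620/688 nm) read before and after 90 min at 30 °C.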
ALOX12 inh – Primary qHTS assay for inhibitors of human arachidonate 12S-lipoxygenase (ALOX12): Round 2. Polyunsaturated fatty acid lipoxygenase ALOX12 (Homo sapiens), P18054. purified 12hLO, xylenol orange hydroperoxide absorbance. Potency, µM (series often up to 108 µM), inactives show at the top dose activity change, negative = inhibition, hits mostly inhibitors. 580,000 tested, 1.1% active. AID 1671190, 2021; note: % is set by controls: 0 for no effect and ±100 for the full control effect
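Hydroperoxide product was detected by ferrous iron/xylenol orange as the 573 to 405 nm absorbance ratio. Arachidonic acid at 40 uM (final) was turned over for 30 min at room temperature by 150 nM human 12hLO, pH 7.0 Hepes buffer, after 15 min compound preincubation.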
GLS inhibitor – qHTS for Inhibitors of Glutaminase (GLS); 410,000 tested, 0.21% active; Glutaminase kidney isoform, mitochondrial (Homo sapiens), O94925; Potency, µM (titrated, usually from 45.5 µM), for inactives: at the highest dose activity change, negative = inhibition, usual class: inhibitors; GLS enzymatic activity, qHTS titration; note: % is set by controls: 0 for no effect and ±100 for the full control effect
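Two-point fluorescence kinetic (t0, 30 min RT) for hKGA; glutamate detected via glutamate oxidase–HRP–Amplex Red. Substrate: 1 mM L-glutamine solution; buffer 45 mM KH2PO4, pH 8.2.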
HP1b chromo inh – HTS for Inhibitors of HP1-beta Chromodomain Interactions with Methylated Histone Tails | 390,000 tested, 0.56% active | Chromobox protein homolog 1 (Homo sapiens), P83916 | Potency, µM (top dose mostly 114 µM), for inactives: at the highest dose activity change, negative = inhibition, actives largely listed as inhibitors | AlphaScreen HP1-beta / biotin-H3K9me3 peptide binding; note: nearly all actives have a fitted effect of over 70% in size; inactives centre near 23
Target sequence (P83916 whole entry, looked up): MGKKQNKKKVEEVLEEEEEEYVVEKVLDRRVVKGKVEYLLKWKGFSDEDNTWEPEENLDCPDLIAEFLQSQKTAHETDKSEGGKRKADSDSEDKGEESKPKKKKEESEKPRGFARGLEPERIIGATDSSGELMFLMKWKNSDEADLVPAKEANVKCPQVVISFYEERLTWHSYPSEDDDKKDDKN
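AlphaScreen: HP1-beta (50 nM) preformed 30 min with biotin-H3(1-18)K9me3 peptide (50 nM) in PBS pH 7.4, 0.01% Tween-20. Compound added for 30 min at RT, then streptavidin donor/nickel chelate acceptor beads (10 ug/mL) for 30 min.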
ERG Ets-DNA blk – qHTS for Small Molecule Inhibitors of the ERG Ets/DNA interaction | Transcriptional regulator ERG (Homo sapiens), P11308 | fluorescence polarization, His-ERG Ets domain / labelled DNA | Potency, µM (top dose mostly 76.9 µM), for inactives: top-dose FP activity, negative = inhibition, hits mostly inhibitors | 370,000 tested, 0.028% active; active = well fitted inhibition curve with a large enough effect in the polarisation, with a control signal flat; inconclusive = small, poorly fitted or top-dose-only effect, or effect the other way, or a change in a side signal; inactive = no such curve, though single readings can be large or run the other way; the % refers to the polarisation;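 note: polarization taken with two DNA probes labelled with fluorescein and Texas red; % of control where 0% means no effect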
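His-tagged ERG Ets domain (1 uM in the protein solution; 300mM KCl, 50mM Tris-HCl, 1mM EDTA, 1mM DTT, pH 7.5) received compound, then a probe mix of 5 nM fluorescein-DNA and 100nM Texas-615-DNA. Fluorescence polarization was read for both dyes.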
JMJD2A Tudor inh – qHTS Assay for Inhibitors of JMJD2A-Tudor Domain | Lysine-specific demethylase 4A (Homo sapiens), O75164 | AlphaScreen JMJD2A-Tudor / H3K4me3 peptide binding | Potency, µM (highest dose often 114 µM), inactives show top-dose activity change, negative = inhibition, hits mostly inhibitors | 390,000 tested, 4.4% active | AID 504339, 2011; note: % is set by controls: 0 for no effect and ±100 for the full control effect; nearly all actives have a fitted effect of over 50% in size
Tb PGK inh – qHTS Assay to Find Inhibitors of Phosphoglycerate Kinase | 380,000 tested, 0.043% active | Potency, µM (series often up to 57.5 µM), without a hit: top-dose activity change, negative = inhibition, most hits filed as inhibitors | Phosphoglycerate kinase, glycosomal (Trypanosoma brucei brucei), P07378 | PGK/GAPDH coupled, Kinase-Glo luminescence, 60 min | AID 602233, 2012; note: % is set by controls: 0 for no effect and ±100 for the full control effect; nearly all actives have a fitted effect of over 60% in size
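Luminescent ATP detection (Kinase-Glo Plus) follows a 60-minute room-temperature incubation, with wells lacking PGK as controls. Buffer: 100 mM TEA (pH 7.6), 5 mM MgCl2, 0.01% Tween-20. Coupling enzyme GAPDH (100 nM final) supplies unstable 1,3-BPG in-well.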
The depositor's hits bear a star; i = inactive; ? = inconclusive; . = no result given; [ ] = another dose, or the depositor's remark. Unless noted, calls come from the whole dose curve; as a rule, active = well fitted curve in the direction sought with a large enough effect; inconclusive = small, poorly fitted or top-dose-only effect, or another doubt; inactive = no such curve, though single readings can be large; an effect the other way counts as inactive or inconclusive. Potency is the fitted concentration of half-maximal effect.

mol,rTrxR1 inhibitor,GLS inhibitor,Pin1 inh,ALOX12 inh,Tb PGK inh,ERG Ets-DNA blk,JMJD2A Tudor inh,RGS4 inhibitor,HP1b chromo inh
CC(C)C(C(=O)NC1CCCC1)N(Cc1ccco1)C(=O)CNS(=O)(=O)c1ccccc1 (stereo unspecified),9%,-2%,-7%,-21%,-8%,8%,2%,21%,39%
Cc1noc(C)c1COc1ccccc1C(=O)NCCc1ccccc1,2%,0%,1%,-8%,1%,4%,-14%,9%,6%
CCn1ccc2cc(OC)ccc2c1=S,14%[57.1 µM],21%,-1%,-12%,-3%,-12%,-27%,12%,7%
O=C(CSc1nnc(CNC(=O)c2cccs2)o1)NCCc1ccccc1,22%,-12%,-3%,-1%,-8%,-13%,-8%,1%,26%
OCC1OC(Oc2cccc3ccccc23)C(O)C(O)C1O (stereo unspecified),29%,-1%,-6%,0%,-3%,-5%,11%,3%,24%
COC(=O)C1CCN(C(=O)CN2C(=O)NC(CCc3ccccc3)C2=O)CC1 (stereo unspecified),11%[57.1 µM],5%,?,0%,3%,-2%,5%,26%,25%
COc1ccc(-c2nn(-c3ccccc3)cc2/C=C/C(=O)OCC(=O)Nc2ccc(C#N)cc2)cc1,29%,7%,0%,.,-4%,1%,-10%,11%,25%
COc1ccc(NC(=S)NC2CCN(Cc3ccccc3)CC2)cc1OC,?,23%,0%,16%,14%,7%,-19%,14%,15%
Cc1oc(-c2ccccc2)nc1C(=O)Nc1nccs1,7%,1%,17%,-15%,5%,-2%,?,-7%,36%
COc1ccc(N2CCN(C(=O)CCc3c(C)nc4c(-c5ccccc5)c(C)nn4c3C)CC2)cc1,19%,4%,0%,-4%,5%,-2%,-32%,-21%,19%

Next section.
mol,rTrxR1 inhibitor,GLS inhibitor,Pin1 inh,ALOX12 inh,Tb PGK inh,ERG Ets-DNA blk,JMJD2A Tudor inh,RGS4 inhibitor,HP1b chromo inh
COc1cccc(OC)c1-c1nn2c(-c3ccco3)nnc2s1,-8%,.,?,-7%,-1%,0%,-2%,-20%,31%
COC(=O)Cc1[nH]nc2c1C(C1C=CCCC1)C(C#N)=C(N)O2 (stereo unspecified),-3%,20%,-3%,i,-11%,-1%,-18%,-13%,29%
Cc1ccnc(NS(=O)(=O)c2ccc(NC(=O)C3CCCCC3)cc2)n1,19%,42%[activator],-1%,-11%,-7%,.,-6%,7%,9%
O=C(COC(=O)c1ncc(Cl)c(Cl)c1Cl)NCCc1ccccc1,-19%,1%,2%,2%,2%,-3%,-5%,1%,29%
COc1ccc(OCC(=O)NNC(=O)c2cccnc2)cc1,3%[57.1 µM],12%,-1%,41%[activator],-7%,-8%,-9%,10%,32%
CC1=CC(=Nc2c(C)n(C)n(-c3ccccc3)c2=O)C=C(C)C1=O,?,-13%,-1%,?,-1%,2%,-27%,?,?
CCN(C(=O)COC(=O)c1ccccc1OCc1ccc(Cl)cc1)C1CCS(=O)(=O)C1 (stereo unspecified),8%,1%,2%,-2%,-12%,11%,-3%,3%,18%
NS(=O)(=O)c1ccc(N/N=C2/CCCc3ccccc32)c([N+](=O)[O-])c1,4%[57.1 µM],3%,1%,0%,-10%,-3%,-14%,-21%,7%
NS(=O)(=O)c1ccc(CCNC(=O)CSc2nc3ccsc3c(=O)n2CCCCCC(=O)O)cc1,13%,22%,6%,0%,3%,3%,-3%,20%,37%
Cc1ccccc1C(=O)Nc1sc(C)c(C)c1C(=O)c1ccccc1,-14%,-5%,?,?,-3%,?,?,-45%,?

(more compounds)
mol,rTrxR1 inhibitor,GLS inhibitor,Pin1 inh,ALOX12 inh,Tb PGK inh,ERG Ets-DNA blk,JMJD2A Tudor inh,RGS4 inhibitor,HP1b chromo inh
O=C(COC(=O)c1ccccc1Oc1ccccc1)NC1CCS(=O)(=O)C1 (stereo unspecified),-6%,9%,2%,295%[activator],-2%,-8%,-10%,14%,21%
Cc1cccc(NC(=O)Cc2noc3ccccc23)c1,8%,2%,-2%,1%,-4%,0%,-13%,34%,32%
CC(=O)Nc1ccc(NC(=O)CSc2ncc(C(=O)Nc3ccc(Cl)cc3)c(=O)n2C)cc1,29%,-8%,48%[activator],.,5%,9%,-31%,-16%,20%
CN(CC(=O)NCc1ccncc1)S(=O)(=O)c1ccc(Cl)cc1,30%,-10%,-3%,-7%,?,-6%,-3%,10%,28%
O=C(CSc1nnc(-c2ccccn2)o1)Nc1ccc(F)cc1,-5%,-4%,3%,190%[activator],-11%,13%,?,-16%,58%[activator]
CC12COC3(C(=O)Nc4ccc(Cl)cc4)CC1CCC32C (stereo unspecified),-14%,-9%,52%[activator],1%,-2%,1%,17%,-11%,57%[activator]
CCN1CCN(c2cc(C)c3cc(NC(=S)N4CCCC4)ccc3n2)CC1,-11%,21%,-2%,6%,4%,-2%,-18%,5%,23%
COc1ccc(NC(=O)C2CCN(S(=O)(=O)c3c(C)noc3/C=C/N(C)C)CC2)cc1,2%,1%,-2%,0%,-2%,-4%,-18%,2%,30%
Cc1cccc(C(=O)Nc2sc(C)c(-c3ccccc3)c2C#N)c1,33%[activator],-8%,28%,?,0%,4%,2%,-28%,-3%
O=C1CN(C(=O)CNCc2ccccc2)c2ccccc2N1,29%,13%,-10%,-18%,-12%,12%,3.5µM*,10%,?

The list continues:
mol,rTrxR1 inhibitor,GLS inhibitor,Pin1 inh,ALOX12 inh,Tb PGK inh,ERG Ets-DNA blk,JMJD2A Tudor inh,RGS4 inhibitor,HP1b chromo inh
CN(C)C1=NC[C@H](Cc2ccccc2)N1CCCC1CCCC1,4%,0%,-1%,-29%,5%,-3%,-26%,2%,32%
COc1ccc(NC(=O)COC(=O)CCNC(=O)c2ccco2)cc1Cl,3%,-5%,-2%,0%,-4%,-10%,11%,-16%,51%[activator]
CCCCOc1ccc(NC(=O)C2CC=CCC2C(=O)O)cc1 (stereo unspecified),18%,0%,-3%,-21%,-6%,.,-20%,-47%,23%
COc1cccc(Cn2c(=O)cc(C)c3c(C)nn(-c4ccc(C)cc4)c32)c1,23%[57.1 µM],4%,-5%,-22%,-2%,-2%,50%[activator],-20%,110%[activator]
Cc1ccc(Cn2c(C(C)Nc3nc(-c4ccc(F)cc4)cs3)nc3cc(C(=O)NCCCO)ccc32)cc1 (stereo unspecified),-2%,-4%,40%[activator],?,-3%,5%,-29%,-41%,25%
COc1ccc(N(CC(=O)Nc2ccc3c(c2)OCO3)S(C)(=O)=O)c(OC)c1,-1%,5%,29%,0%,1%,9%,-10%,2%,18%
Cc1cc2c(cc1S(=O)(=O)NCc1ccccc1Cl)OCC(=O)N2,-3%,1%,2%,3%,10%,9%,-7%,3%,46%[activator]

6 structures from above, arranged by formula weight, rising:
mol,rTrxR1 inhibitor,GLS inhibitor,Pin1 inh,ALOX12 inh,Tb PGK inh,ERG Ets-DNA blk,JMJD2A Tudor inh,RGS4 inhibitor,HP1b chromo inh
CN(C)C1=NC[C@H](Cc2ccccc2)N1CCCC1CCCC1,4%,0%,-1%,-29%,5%,-3%,-26%,2%,32%
CCCCOc1ccc(NC(=O)C2CC=CCC2C(=O)O)cc1 (stereo unspecified),18%,0%,-3%,-21%,-6%,.,-20%,-47%,23%
Cc1cccc(C(=O)Nc2sc(C)c(-c3ccccc3)c2C#N)c1,33%[activator],-8%,28%,?,0%,4%,2%,-28%,-3%
Cc1cc2c(cc1S(=O)(=O)NCc1ccccc1Cl)OCC(=O)N2,-3%,1%,2%,3%,10%,9%,-7%,3%,46%[activator]
COc1cccc(Cn2c(=O)cc(C)c3c(C)nn(-c4ccc(C)cc4)c32)c1,23%[57.1 µM],4%,-5%,-22%,-2%,-2%,50%[activator],-20%,110%[activator]
COc1ccc(N(CC(=O)Nc2ccc3c(c2)OCO3)S(C)(=O)=O)c(OC)c1,-1%,5%,29%,0%,1%,9%,-10%,2%,18%

The list is partial; rates above refer to the full screens.
